Bioassay records as filed in PubChem.
inhibitors of VEEV: inhibitors of VEEV TC-83 cytopathic effect, confirmation, Vero cells (AID 588727); inhibition, % at 20 µM, or IC50 in µM where a hit was titrated; actives 0.13% (n = 350,000); Vero cells, VEEV TC-83 cytopathic effect inhibition; higher % means a stronger effect; in the data active = a potency from the dose series; inconclusive = inhibition mostly from about 14% at the one dose, without a potency; inactive = the rest, 99 in 100 with inhibition below about 12%; also: strong numbers were not always called active
M. tuberculosis HTS: M. tuberculosis growth inhibition, HTS (AID 449762). M. tuberculosis H37Rv growth inhibition, 7H9 media; higher % means a stronger effect. one-dose inhibition, % at 25 µM; IC50 in µM for titrated hits. actives 0.59% (n = 330,000); in the data active = a potency from the dose series; inconclusive = inhibition above about 70% without an active follow-up result;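 also: bacterial growth assessed after seven days of incubation; strong numbers were not always called active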
H1N1 NS1A inhibition: H1N1 influenza NS1A inhibitors, functional cell based assay (AID 504329). inhibition, % at 12.5 µM; hits with a dose series show IC50 in µM. NS1A functional cell-based assay, percent inhibition; higher % means a stronger effect. actives 0.3% (n = 340,000); in the data active = a potency from the dose series; inconclusive = inhibition above about 27% without an active follow-up result; also: strong numbers were not always called active
Salmonella PhoP GFP: PhoP regulon inhibitors, Salmonella typhi PhoP promoter GFP reporter, confirmatory (AID 1850); one-dose inhibition, % at 50 µM; IC50 in µM for titrated hits; actives 0.33% (n = 310,000); Salmonella Typhi PhoP-promoter GFP reporter, fluorescence, 4 h; higher % means a stronger effect; in the data active = a potency from the dose series; inconclusive = inhibition mostly from about 25% at the one dose, without a potency; inactive = the rest, 99 in 100 with inhibition below about 19%;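 also: 0% = induced wells with vehicle and 100% = uninduced wells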
tuberculosis growth: growth inhibition of non-replicating M. tuberculosis (AID 488890); Mycobacterium tuberculosis non-replicating, growth inhibition; higher % means a stronger effect; inhibition, % at 25 µM; hits with a dose series show IC50 in µM; actives 0.39% (n = 320,000); in the data active = a potency from the dose series; inconclusive = inhibition mostly from about 82% at the one dose, without a potency; inactive = the rest, 99 in 100 with inhibition below about 76%;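 also: plate controls were DMSO cells for no effect and high antibiotic wells for full effect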
An asterisk follows results filed as active; i = inactive; ? = inconclusive; · = not tested or not shown.

SMILES | inhibitors of VEEV | M. tuberculosis HTS | H1N1 NS1A inhibition | Salmonella PhoP GFP | tuberculosis growth
O=C(CN1CCC(n2nnc3cc(C(F)(F)F)ccc32)CC1)NCc1cccs1 | 2.7% | 37µM* | 2% | 2% | 71%
CCOc1ccc(Nc2cc(C)nc3nc(C)nn23)cc1 | 0.8% | 2% | 9% | -11% | 13%
COc1cc(C)ccc1OCC(=O)Nc1ccccc1N1CCOCC1 | 6.2% | 0% | -11% | · | 17%
COc1ccc(NC(=O)c2sccc2OS(=O)(=O)N(C)C)cc1 | 0.6% | 9% | 5% | -2% | -4%
O=C1c2ccccc2NC(c2ccc(-c3ccc(Br)cc3)o2)N1O (stereo unspecified) | i | ? | -8% | 36µM* | 54%
O=c1oc(-c2cccs2)nc2ccc(Br)cc12 | 3.3% | 7% | -1% | -5% | ?
COc1ccc(CCNC(=O)C2CCN(S(=O)(=O)c3cc(OC)ccc3OC)CC2)cc1 | 0.6% | -2% | -10% | -4% | 7%
O=C(NC1CCCCCC1)C1CCN(C(=O)Cc2ccccc2)CC1 | 1.2% | 1% | -1% | -6% | 14%
CC(C)Oc1c(Cl)cc(CNC(C)(C)CO)cc1Cl | 1.5% | 0% | 3% | -2% | 9%
CCOC(=O)c1nn(-c2ccc(F)cc2)c(=O)c(C#N)c1C | i | 0% | -16% | -4% | 11%
COc1cccc2[nH]c3c(=O)[nH]cnc3c12 | 0.1% | 4% | -2% | -6% | 16%
COc1cccc(CC2(CO)CCN(S(=O)(=O)N(C)C)CC2)c1 | i | -4% | -10% | 13% | 4%
Cc1ccc(S(=O)(=O)Nc2ccc3nc(C)sc3c2)cc1 | 0.4% | 5% | 3% | -6% | 21%
Cn1ccc(NC(=O)Nc2cccc([N+](=O)[O-])c2)n1 | 2.5% | -1% | · | 20% | -1%
Cc1ccccc1NC(=O)c1cc2c(C)nc3ccccc3c2o1 | 3.6% | 3% | -6% | -6% | 37%
Cc1nn(C)c(C)c1S(=O)(=O)N1CCCC(C(=O)NCC2COc3ccccc3O2)C1 (stereo unspecified) | i | -10% | -1% | -5% | -20%
Cc1ccc(NC(=S)NCc2cccnc2)cc1 | 1.6% | -4% | -10% | 11% | 47%
Cc1cccc(C(=O)Nc2cccc(C(=O)N/N=C/c3ccncc3)c2)c1 | 1.2% | 10% | 1% | 0% | 33%
Cn1c(CCN2CCN(c3ccccn3)CC2)nc2cc(NS(=O)(=O)c3ccccc3)ccc21 | 2.6% | 10% | 1% | -9% | ?
O=[N+]([O-])c1cc(S(=O)(=O)N2CCCCC2)ccc1NCCN1CCOCC1 | 4.6% | 0% | 0% | 2% | 9%
CCOC(=O)c1cc(NC(=O)N2CCCc3ccccc32)c(C)nc1C | i | -10% | -6% | 15% | 5%
Cc1cc(C)c2c(=O)cc(C(F)(F)F)oc2n1 | 2.3% | -2% | -4% | -7% | -4%
CCC1(C)Cc2c(C#N)c(N)n(N)c(=S)c2CO1 (stereo unspecified) | i | -8% | 22% | -13% | ·
COCCNC(=O)CCC1CCN(Cc2ccc(-c3ccccc3)cc2)CC1 | 1.7% | 1% | 4% | 5% | -1%
C/C(=N\Nc1nc(C)c(C)s1)c1ccc([N+](=O)[O-])cc1 | 7.3% | ? | 5% | -2% | 60%

Reformatted: 4 of the compounds above
COc1cc(C)ccc1OCC(=O)Nc1ccccc1N1CCOCC1
  inhibitors of VEEV: 6.2%
  M. tuberculosis HTS: 0%
  H1N1 NS1A inhibition: -11%
  Salmonella PhoP GFP: ·
  tuberculosis growth: 17%
COc1ccc(NC(=O)c2sccc2OS(=O)(=O)N(C)C)cc1
  inhibitors of VEEV: 0.6%
  M. tuberculosis HTS: 9%
  H1N1 NS1A inhibition: 5%
  Salmonella PhoP GFP: -2%
  tuberculosis growth: -4%
O=C1c2ccccc2NC(c2ccc(-c3ccc(Br)cc3)o2)N1O (stereo unspecified)
  inhibitors of VEEV: i
  M. tuberculosis HTS: ?
  H1N1 NS1A inhibition: -8%
  Salmonella PhoP GFP: 36µM*
  tuberculosis growth: 54%
O=c1oc(-c2cccs2)nc2ccc(Br)cc12
  inhibitors of VEEV: 3.3%
  M. tuberculosis HTS: 7%
  H1N1 NS1A inhibition: -1%
  Salmonella PhoP GFP: -5%
  tuberculosis growth: ?

(more compounds)
SMILES | inhibitors of VEEV | M. tuberculosis HTS | H1N1 NS1A inhibition | Salmonella PhoP GFP | tuberculosis growth
S=C(NCc1ccncc1)Nc1cccc(Cl)c1 | i | -2% | -5% | -2% | 79%
COc1ccccc1/C=C/C(=O)OCC(=O)Nc1ccc2c(c1)OCO2 | 2.9% | 7% | -11% | · | -1%
COCCCN(C(=O)c1ccc2ccccc2n1)c1c(N)n(Cc2ccccc2)c(=O)[nH]c1=O | 0.8% | 6% | 3% | · | 34%
COCCCn1c2nc3ccccc3nc2c2c(=O)n(Cc3cccs3)cnc21 | · | -13% | · | -4% | 2%
CC(C)(C)OC(=O)N1Cc2ccccc2C[C@H]1C(=O)NCC(=O)NC1CCCC1 | 2.0% | 1% | 4% | -1% | 4%
CCCCOc1cccc(C2/C(=C(/O)c3ccc4c(c3)CC(C)O4)C(=O)C(=O)N2CCN2CCOCC2)c1 (stereo unspecified) | 2.3% | -10% | 2% | 6% | 6%
O=C(Cn1cnc2ccccc2c1=O)NCC(=O)N1CCC2(CC1)OCCO2 | 0.9% | -4% | -2% | 1% | -10%
O=C(NCc1cccs1)C1CCN(S(=O)(=O)c2cccc([N+](=O)[O-])c2)CC1 | 1.3% | 8% | -10% | 9% | -2%
CC(=O)Nc1ccc(OCC(=O)N(CC(C)C)C2CCS(=O)(=O)C2)cc1 (stereo unspecified) | 2.2% | 2% | 9% | 0% | 5%
CCc1cccc(NC(=O)c2ccc(NS(=O)(=O)c3c(C)noc3C)cc2)c1 | 2.4% | -5% | 26% | -2% | 21%
C=CCNC(=O)CCCCCNS(=O)(=O)c1ccc(OC)cc1 | 1.4% | -7% | 4% | -3% | 4%
CCOc1ccc(Oc2ccccc2NS(=O)(=O)c2ccc(CCC(=O)O)cc2)cc1 | 0.9% | -7% | -2% | · | 12%
COc1ccccc1N(CC(=O)N/N=C/c1ccc(OCC(=O)NCc2ccco2)cc1)S(=O)(=O)c1ccc(C)cc1 | 6.1% | 52% | -6% | 3% | 24%
CC(C)c1ccc(C2c3[nH]c4ccccc4c3C[C@H]3C(=O)N(c4ccccc4C(=O)N4CCC[C@@H]4C(=O)O)C(=O)N23)cc1 (stereo partly specified) | 5.1% | 2% | 2% | 9% | 5%
CCCc1c(C)[nH]c2ccccc2c1=O | 0.9% | -6% | 1% | -15% | 4%
O=C(Oc1cccc(Nc2ncnc3ccccc23)c1)c1cccnc1 | ? | 0% | -8% | -6% | 19%
COc1ccc(NC(=O)NNC(=O)CCc2ccc(O)c(O)c2)cc1OC | i | 5% | 22% | -4% | -11%
O=C(COC(=O)CC(c1ccccc1)c1ccccc1)Nc1ccc(F)c(F)c1 | · | 8% | · | -4% | 48%
NC(=O)C1CC(=O)N(c2ccc(OCC(=O)N3CCCC3)cc2)C1 (stereo unspecified) | 7.1% | · | 0% | · | ·
N#CCSc1nnc2sc3ccccc3n12 | 1.0% | -6% | 2% | 4% | ·
CCOC(=O)c1sc(NC(=S)NC(=O)C2CCCC2)cc1C | i | -2% | -1% | -8% | 9%
CC(O)C(NS(=O)(=O)c1ccc(Cl)cc1)C(=O)OCC(=O)c1ccc2c(c1)NC(=O)CO2 (stereo unspecified) | 2.3% | · | -5% | · | ·
O=C(Cc1ccc(F)cc1)NC1CCS(=O)(=O)C1 (stereo unspecified) | 1.0% | -2% | -3% | 12% | -8%
O=C(C[C@@H]1C/C=C\CC[C@@H](Cc2ccc(F)cc2)C(=O)OC[C@@H]2CCCN2C1=O)N[C@H](CO)Cc1ccccc1 | 6.6% | -5% | -20% | · | 48%
Cc1nnc(SCc2ccc(F)cc2Cl)s1 | i | -7% | -7% | -1% | 7%
Going on with the list:
SMILES | inhibitors of VEEV | M. tuberculosis HTS | H1N1 NS1A inhibition | Salmonella PhoP GFP | tuberculosis growth
COc1cc(OC)cc(C(=O)Nn2c(C)nc3ccccc3c2=O)c1 | 0.5% | -3% | 6% | -3% | 3%
CCOc1ccc(CN(C)C(=O)c2ccc(NC(=O)CC3SC(N4CCCC4)=NC3=O)cc2)cc1 (stereo unspecified) | 0.8% | 9% | -17% | -5% | 8%
CCOC(=O)C1C(=O)NC(N2CCCCC2)=NC1c1ccco1 (stereo unspecified) | 0.0% | -2% | -18% | 6% | -7%
CCn1cc(CN(C)S(=O)(=O)c2cccc([N+](=O)[O-])c2)cn1 | 3.1% | -1% | -9% | -6% | -2%
CC(C)Sc1nnc(NC(=O)c2ccco2)s1 | 0.6% | 6% | -1% | -15% | 16%
Cc1cccnc1NCC(O)COc1ccccc1 (stereo unspecified) | 0.8% | -8% | 1% | -7% | 5%
Cc1ccc(OCC(=O)NC(C)c2ccc(Cl)c(Cl)c2)c([N+](=O)[O-])n1 (stereo unspecified) | 3.6% | -3% | -5% | -5% | 25%
Cc1cc(NC(=O)c2ccccc2[N+](=O)[O-])ccc1Br | 2.0% | 40% | -11% | 2% | 45%
COc1ccc(C=O)cc1CN1CCCN(Cc2ccc(Cl)cc2)S1(=O)=O | 1.1% | 3% | -4% | -2% | 8%
O=C(CSc1nnc(-c2cccnc2)o1)Nc1ccccc1Br | 0.6% | -16% | 2% | -5% | -2%
N#CC1=C(Nc2ccc(Br)cc2)CCC1 | 4.9% | -16% | 1% | -6% | 4%
COc1ccc(-c2csc3nc(C)nc(N4CCN(c5ccc(C(C)=O)cc5)CC4)c23)cc1OC | 11% | ? | 2% | -12% | 32%
CN(C)C(=O)Oc1ccc2c(c1)O/C(=C\c1cccc(Cl)c1)C2=O | i | 15% | 5% | 2% | 18%
C=CCNC(=S)N/N=C/c1ccc(-c2ccc(OC)cc2)o1 | 9.8% | 3% | 3% | 5% | ?
O=C(OCC(=O)N1c2ccccc2Sc2ccccc21)C1CC(=O)N(Cc2ccco2)C1 (stereo unspecified) | i | 2% | 7% | 7% | -6%
Cc1ccc(S(=O)(=O)N2CCC(C(=O)OC(C)C(=O)N3CCOCC3)CC2)cc1 (stereo unspecified) | 2.4% | 1% | -10% | 3% | -9%
CCOc1ccccc1NC(=O)NC1CCCc2ccccc21 (stereo unspecified) | 5.4% | 0% | 10% | -5% | -16%
Cc1cc(O)c(C(C)C)cc1NC(=O)Cn1nc(C)c2ccccc2c1=O | 2.3% | -3% | -1% | 1% | -1%
CN(C)c1ccc(C(=S)N2CCCCCC2)cc1 | i | -4% | 5% | 1% | 17%
N#Cc1cccc(S(=O)(=O)NCC(=O)OCC(=O)c2ccc[nH]2)c1 | 0.2% | 5% | 1% | 12% | -2%
C/C(=C/c1ccccc1)C(=O)N1CCN(c2ccccc2F)CC1 | i | 0% | -2% | -3% | 13%
COc1ccc(CC(NC(C)=O)C(=O)NC2CCN(C(=O)c3ccncc3)CC2)cc1OC (stereo unspecified) | i | 1% | -8% | -2% | -11%
O=C(NCc1ccccn1)Nc1ccc(F)cc1F | 0.1% | 6% | 2% | 5% | -8%
S=C(Nc1ccc2nccnc2c1)N1CCCC1 | 2.9% | -11% | -1% | 3% | 24%
CCN1C(=O)N[C@@H](c2cccc(C(F)(F)F)c2)C(C(C)=O)=C1C | 0.3% | -6% | -1% | 0% | -5%

Just M. tuberculosis HTS, for three of the compounds above:
Molecule | M. tuberculosis HTS
COc1cc(OC)cc(C(=O)Nn2c(C)nc3ccccc3c2=O)c1 | -3%
CCOc1ccc(CN(C)C(=O)c2ccc(NC(=O)CC3SC(N4CCCC4)=NC3=O)cc2)cc1 (stereo unspecified) | 9%
CCOC(=O)C1C(=O)NC(N2CCCCC2)=NC1c1ccco1 (stereo unspecified) | -2%

Additional entries follow.
SMILES | inhibitors of VEEV | M. tuberculosis HTS | H1N1 NS1A inhibition | Salmonella PhoP GFP | tuberculosis growth
S=C(NCCN1CCCCC1)Nc1ccccc1 | i | 1% | 5% | -7% | -11%
COc1ccc(S(=O)(=O)CCC(=O)NCCc2ccc(S(N)(=O)=O)cc2)cc1 | 5.0% | -6% | 2% | -5% | -5%
COc1cccc(CCC(=O)Nc2cccc(S(=O)(=O)N3CCCC3)c2)c1OC | 3.8% | 8% | 15% | · | 18%
O=C(COc1ccc(Cl)cc1)NCc1nnc(SCC(=O)Nc2ccc3c(c2)OCCO3)o1 | i | -4% | 22% | 1% | -9%
Cc1cccc(C)c1Nc1nnc(SCC(=O)NCc2ccco2)s1 | i | -4% | -1% | 2% | 34%
CN(CC(=O)NC1(C)CCS(=O)(=O)C1)S(=O)(=O)c1ccc(Cl)cc1 (stereo unspecified) | 0.9% | -6% | -5% | 2% | -3%
CC(C)=C(NC(=O)c1ccccc1)C(=O)Nc1cccc(C(=O)O)c1 | 0.6% | 1% | -14% | 8% | 1%
